Assay outcomes from PubChem BioAssay.
HCV NS3 hel inh = inhibitors of HCV NS3 helicase, primary screen, biochemical, Cy5 molecular beacon fluorescence; Hepatitis C virus NS3 helicase; NS3 helicase DNA unwinding; inhibition, % at 10.9 µM; actives 0.56% (n = 290,000); AID 1800, 2009;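 active = inhibition above the mean of all tested compounds plus 3 SD, set per campaign, cut at about 35% in these data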;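 note: 0% = DMSO wells and 100% = thioflavine S control wells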
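Measured by: Cy5 fluorescence, 0 and 60 min reads / Assay system: NS3 helicase fragment of HCV / Control set: low DMSO, high thioflavine S at 110 µM / Times: 1 h reaction at 25 °C, ATP-initiated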
IDE inh = human IDE inhibitors in live cells, primary screen, fluorescence polarization, HEK cells, FAbetaB substrate. actives 0.41% (n = 320,000). inhibition, % at 5.59 µM. Insulin-degrading enzyme (Homo sapiens), P14735. AID 434962, 2010. FAbetaB cleavage;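 active = percent inhibition above the average of all tested compounds plus 3 SD, set per screening campaign, cut at about 16% in these data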;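 note: IDE supplied by intact live HEK cells; FP after avidin binding of uncleaved biotin substrate so inhibition keeps polarization high; 0% = DMSO wells and 100% = 60 µM reference IDE inhibitor Ii1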
VIM-2 inhibitor = VIM-2 metallo-beta-lactamase inhibitors, primary screen, biochemical, epi-absorbance readout, Pseudomonas aeruginosa enzyme; purified VIM-2, nitrocefin hydrolysis, epi-absorbance fluorescence; inhibition, % at 5.6 µM; actives 0.89% (n = 290,000); AID 1527, 2009;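 active = inhibition above the mean of all tested compounds plus 3 SD, cutoff set per screening run, cut at about 7.5% in these data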;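 note: red hydrolysis product quenches plate fluorescence so inhibitors raise well fluorescence; 0% = enzyme with DMSO and 100% = DMSO without enzyme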
M18AAP inhibitor = PfM18AAP inhibitors, malaria aminopeptidase, primary screen, biochemical, QFRET, recombinant enzyme. actives 1.2% (n = 290,000). H-Glu-NHMec fluorogenic cleavage. M18 aspartyl aminopeptidase (Plasmodium falciparum 3D7). AID 1822, 2009. inhibition, % at 7.35 µM;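 active = inhibition above the campaign mean inhibition over all tested compounds plus 3 SD, cut at about 28% in these data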;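 note: 0% = plate median of test compound wells and 100% = 2 mM ZnCl2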
SUMO HTRF inh = inhibitors of in vitro SUMOylation cascade, primary screen, biochemical, HTRF, uHTS. SUMO-conjugating enzyme UBC9 (Homo sapiens), P63279. AID 2006, 2009. actives 0.36% (n = 290,000). HTRF SUMOylation assay, SAE1/SAE2 + UBC9. inhibition, % at 35 µM; in the data active = inhibition above about 50%, passing the limit was not always enough; note: strong numbers were not always called active
Target sequence (P63279 whole entry, looked up): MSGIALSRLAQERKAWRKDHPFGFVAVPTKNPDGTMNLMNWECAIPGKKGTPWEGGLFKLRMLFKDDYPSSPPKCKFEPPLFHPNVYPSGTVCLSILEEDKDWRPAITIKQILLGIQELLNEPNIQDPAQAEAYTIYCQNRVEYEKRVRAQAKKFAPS
p-CIP stab down = p/CIP-EGFP fusion destabilizers, primary screen, fluorescence, F442A cells; Q05BA5; 16 h; decrease of EGFP signal, % at 10 µM; actives 0.01% (n = 290,000); AID 1984, 2009;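 active = EGFP signal decrease of at least 30% at 10 µM or well 3 SD below plate mean, unless failing retest; inactive = the rest, including hits failing retest or dose response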; note: some compounds called inactive have numbers as strong as hits; many of its hits are not listed in these tables
IDE act = human IDE activators in live cells, primary screen, fluorescence polarization, HEK cells, FAbeta-B substrate; FAbeta-B cleavage; 0% vehicle, 100% cell-free pure enzyme wells; Insulin-degrading enzyme (Homo sapiens), P14735; activation, % at 5.96 µM; actives 0.073% (n = 340,000);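 active = activation above the mean of all tested compounds plus 3 SD, set per screening campaign, cut at about 17% in these data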
FID counter = compounds displacing fluorescent DNA intercalator, primary screen, artefact control for HCV NS3 helicase inhibitor project, biochemical, FID fluorescence. DNA fluorescent intercalator displacement. inhibition, % at 7.9 µM. actives 0.17% (n = 290,000). AID 1845, 2009; in the data active = inhibition above about 37%;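 note: 0% = vehicle and 100% = reference compound; higher means more ethidium bromide displaced from hairpin DNA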
IMP-1 inh = IMP-1 metallo-beta-lactamase inhibitors, primary screen, biochemical, epi-absorbance readout, Pseudomonas aeruginosa enzyme. purified IMP-1, nitrocefin hydrolysis, epi-absorbance fluorescence. actives 0.45% (n = 290,000). inhibition, % at 5.6 µM;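 active = inhibition above the mean plus 3 SD of all compounds in the same screening run, cut at about 4.5% in these data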;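 note: 0% = IMP-1 with DMSO and 100% = DMSO wells lacking enzyme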
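Test system: recombinant IMP-1 enzyme, purified / Medium: HEPES buffer pH 7.1 with ZnSO4 and Brij 35 / Doses: single dose, 5.6 µM / Times: 25 °C, 15 min preincubation, 25 min reaction / Detection: Epi-absorbance via hydrolysed-nitrocefin quenching of white-plate fluorescence, 480/530 nm, EDTA stop / Evaluation: percent inhibition from optical density relative to buffer-blank wells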
Numbers without * were called inactive; . = not tested or not shown.

#	Compound	SUMO HTRF inh	M18AAP inhibitor	IDE act	IMP-1 inh	FID counter
1	COc1cccc(Oc2coc3cc(OC(=O)N4CCOCC4)ccc3c2=O)c1	-4	-4	0	-1.5	-26
2	Cc1cccc(N(C)S(=O)(=O)c2ccc3[nH]c(=O)c(=O)[nH]c3c2)c1	15	2	3	3.4	-4
3	CCCN1CNC(=S)N(c2cc(C)ccc2C)C1	19	2	2	-1.6	0
4	O=C(CSc1nc(-c2ccccc2)c(-c2ccccc2)o1)NCCCO	.	14	4	-2.3	-25
5	OCCN1CCN(C2Cc3cc(Cl)ccc3Sc3ccc(Cl)cc32)CC1 (stereo not given) (tested in a mixture with another compound)	3	-1	0	-3.6	11
6	COc1c(F)c(F)c(C(=O)Nc2ccc(-c3nc4ccccc4[nH]3)cc2)c(F)c1F	30	1	0	-3.0	-1
7	NC(=O)N\N=C/C=C/C=C/c1ccc(F)cc1	16	-6	-7	-1.3	2
8	Cc1ccccc1-c1ccc(=O)n(CC(=O)Nc2ccc(S(=O)(=O)N(C)C)cc2)n1	27	1	-5	-2.9	-25
9	COc1ccc(S(=O)(=O)NNC(=O)C23CC4CC(CC(C4)C2)C3)cc1	13	-2	-2	-3.6	-31
10	CCOC(=O)C1CCCN(c2c(Nc3cc(C)cc(C)c3)c(=O)c2=O)C1 (stereo not given)	11	1	6	-3.2	-11
11	COc1cccc(NC(=O)c2ccc(-c3ccc([N+](=O)[O-])cc3)o2)c1	18	2	-10	-1.3	1
12	CC(NS(=O)(=O)c1ccccc1)C(=O)NC1CCCC1 (stereo not given)	-4	-2	-9	-2.3	-6
13	COc1ccc(/C=N/NC(=O)c2ccc(CSc3nc(C)cc(C)n3)cc2)cc1O	4	2	2	-0.6	-20
14	C=CCc1cccc(C=Nc2ccc(Br)cc2)c1O	-2	3	4	-2.4	-10
15	COc1ccccc1CNC(=O)CCCNC(=O)Cn1cnc2sc(C)c(C)c2c1=O	-5	-3	2	-3.0	-30

#	p-CIP stab down	IDE inh	HCV NS3 hel inh	VIM-2 inhibitor
1	2	0	1	-4.2
2	-6	-1	-6	1.1
3	-7	8	-4	0.9
4	-14	0	2	1.2
5	-10	1	-53	0.0
6	-11	-1	5	-5.5
7	-4	4	8	-3.0
8	-20	0	-6	-6.6
9	-12	.	-4	-0.8
10	2	6	-1	-3.2
11	6	1	20	-1.2
12	2	1	10	-2.8
13	-12	-2	-8	-3.7
14	9	-4	3	-3.8
15	11	2	-1	-2.4

A draw from above in order of length of the SMILES, highest first:
#	Compound	SUMO HTRF inh	M18AAP inhibitor	IDE act	IMP-1 inh	FID counter
13	COc1ccc(/C=N/NC(=O)c2ccc(CSc3nc(C)cc(C)n3)cc2)cc1O	4	2	2	-0.6	-20
5	OCCN1CCN(C2Cc3cc(Cl)ccc3Sc3ccc(Cl)cc32)CC1 (stereo not given) (tested in a mixture with another compound)	3	-1	0	-3.6	11
7	NC(=O)N\N=C/C=C/C=C/c1ccc(F)cc1	16	-6	-7	-1.3	2
3	CCCN1CNC(=S)N(c2cc(C)ccc2C)C1	19	2	2	-1.6	0

#	p-CIP stab down	IDE inh	HCV NS3 hel inh	VIM-2 inhibitor
13	-12	-2	-8	-3.7
5	-10	1	-53	0.0
7	-4	4	8	-3.0
3	-7	8	-4	0.9

The list continues.
#	Compound	SUMO HTRF inh	M18AAP inhibitor	IDE act	IMP-1 inh	FID counter
16	CC(C)N1C(=O)/C(=C/c2nc3ccccc3c(=O)n2-c2ccccc2)c2ccccc21	-2	10	10	-1.9	-6
17	CCOC(=O)N1CCN(C(=O)C2CCN(S(=O)(=O)c3ccc(Cl)cc3)CC2)CC1	9	1	3	0.1	-40
18	C=CCOc1ccc(CNC(C)(C)CO)cc1OCC	15	-1	4	-0.7	5
19	Cc1ccc(CNC(=O)Cn2nnc3ccccc3c2=O)cc1	0	4	3	-3.9	5
20	CCCNC(=O)CCc1c(C)nc2c(c(C)nn2-c2ccccc2)c1C	22	5	-2	-2.2	-17
21	Cc1ccc(-c2nn(-c3ccccc3)cc2C(=O)OCC(=O)Nc2ncc(Cl)cc2Cl)cc1	-13	1	8	-2.0	-8
22	CCOC(=O)C1=C(Nc2ccccc2)OCC1=O	7	2	2	-6.5	-5
23	O=C(Cc1cccs1)Nc1nnc(SCc2ccc(F)cc2)s1	-1	-5	1	-2.3	-2
24	CCOC(=O)C1=C(C)NC(SCc2cc(=O)[nH][nH]2)=C(C#N)C1c1cccs1 (stereo not given)	16	20	2	-3.6	-25
25	C/C(=N\NC(=O)COc1ccc(C)cc1C(C)C)c1cc2ccccc2o1	-6	0	0	-2.6	-9
26	Cc1[nH]c2ccccc2c1C(=O)CSC(=S)N(C)C1CCCCC1	-11	-1	0	-0.5	-2
27	OCCOCCNc1ncnc2c1cnn2-c1ccc(Cl)cc1	-3	1	-1	3.7	0
28	CC12CCC(C(=O)NCc3ccc4c(c3)OCO4)(CC1=O)C2(C)C (stereo not given)	3	3	4	-1.6	-5
29	CC(=O)Nc1ccc(S(=O)(=O)N2CCN(c3ccc([N+](=O)[O-])c(NCCN4CCOCC4)c3)CC2)cc1	-9	1	0	0.9	-2
30	O=C(CCS(=O)(=O)c1ccc(Br)cc1)N1CCN(c2ccccc2F)CC1	-4	0	-3	-2.5	-11

#	p-CIP stab down	IDE inh	HCV NS3 hel inh	VIM-2 inhibitor
16	3	-4	-1	-1.9
17	1	-5	1	-4.3
18	-19	3	0	-2.5
19	-58	-1	2	-7.2
20	-8	2	4	-3.9
21	-23	1	5	-2.9
22	3	0	-9	-1.8
23	2	3	-13	0.7
24	-2	-4	30	-3.0
25	-9	-2	-1	-3.3
26	-7	-2	-11	-0.1
27	4	6	-6	2.0
28	-4	3	4	-1.8
29	3	0	-18	-2.8
30	2	1	8	-1.5

Only IDE inh (two entries from above):
cpd	mol	IDE inh
22	CCOC(=O)C1=C(Nc2ccccc2)OCC1=O	0
29	CC(=O)Nc1ccc(S(=O)(=O)N2CCN(c3ccc([N+](=O)[O-])c(NCCN4CCOCC4)c3)CC2)cc1	0

(cont.)
#	Compound	SUMO HTRF inh	M18AAP inhibitor	IDE act	IMP-1 inh	FID counter
31	CCOC(=O)C1=C(C)N(Cc2ccccc2)C(=O)NC1c1ccc(OC)cc1 (stereo not given)	6	1	-6	-1.7	-26
32	COc1ccc(Cc2nnc(NC(=O)c3cccc(C)c3)s2)cc1	8	0	6	-1.6	-6
33	Cc1cccc(C2c3[nH]c4ccccc4c3CCN2C(=O)c2cc3c([nH]c2=O)CCCC3)n1 (stereo not given)	12	3	-2	-3.7	-2
34	COc1ccc(-c2nc(C)sc2CC(=O)O)cc1	-4	3	2	-2.0	0
35	COc1ccccc1OCC(=O)NNC(=O)c1cccs1	2	4	3	-2.0	-4
36	Cc1cc(NC(=O)C2CC=CCC2C(=O)O)no1 (stereo not given)	6	-2	7	-4.2	1
37	Cc1ccc(NS(=O)(=O)c2ccc(Cl)c(NC(=S)NC(=O)C3CCCCC3)c2)cc1Cl	-28	1	3	-2.2	-6
38	O=C(NC(=S)Nc1ccc(-c2ccc(CO)o2)cc1)c1cccs1	15	4	.	0.6	-19
39	O=S(=O)(Nc1cc(Sc2ncn[nH]2)c(O)c2ccccc12)c1ccccc1	92*	38*	.	-0.6	3
40	CCOc1ccccc1NC(=O)C1CCCN1C(=O)OCc1ccccc1 (stereo not given)	6	-6	-6	-0.1	-24
41	O=C(c1cc(COc2c(F)cccc2F)on1)N1CCN(C2CCCCC2)CC1	1	4	-7	-0.9	-1
42	Cn1cccc1CNC(=O)Nc1ccccc1	16	-3	11	-1.4	3
43	CC(=O)NC1(c2cccc(F)c2)CCN(CC(=O)NC2CCCCC2)CC1	29	-2	2	-3.9	-6
44	COC(=O)CC1(c2ccccc2)C(=O)c2ccccc2C1=O	-1	5	4	-4.8	-9
45	CC(Sc1nnnn1C)C(=O)Nc1ccccc1 (stereo not given)	10	-11	-3	0.3	4
46	Cn1c(-n2c(CCCN3C(=O)c4ccccc4C3=O)nc3ccccc3c2=O)nc2ccccc21	0	-5	6	-0.5	-4
47	COc1ccccc1N1C(=O)C2CC(C)=C(C)CC2C1=O (stereo not given)	26	2	3	-2.5	2
48	COc1cc(OC)cc(C(=O)NC(=S)N(Cc2ccccc2)C(C)C)c1	2	-1	-3	-1.6	-26

#	p-CIP stab down	IDE inh	HCV NS3 hel inh	VIM-2 inhibitor
31	-12	0	-23	-0.5
32	-4	0	2	-2.5
33	-6	6	4	-4.1
34	-14	-1	3	-2.8
35	-13	-1	12	-3.2
36	-9	0	2	-5.6
37	-2	0	12	-2.1
38	2	5	37*	-1.8
39	33	.	10	5.4
40	-10	6	-6	0.3
41	-3	4	-4	-1.2
42	-8	1	0	-2.2
43	-21	0	3	-1.3
44	-2	4	-3	-0.5
45	-3	8	-10	1.5
46	5	10	-4	-3.9
47	-4	-3	-2	1.9
48	-7	-6	-12	-4.2
